HTRA1 inh: inhibitors of human serine peptidase HTRA1; 340,000 tested, 0.5% active; inhibition, % at 5.96 µM; recombinant HTRA1, FP-rhodamine activity-based probe, fluorescence polarization; Q92743; in the data active means inhibition above about 36%;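 further: 0% = enzyme with DMSO and 100% = wells lacking enzyme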
TCR-CD3 inh: blocks the human TCR-CD3 interaction; TAMRA-labeled TCR probe fluorescence, biochemical; inhibition, % at 9.4 µM; 360,000 tested, 0.37% active; AID 651800; in the data active means inhibition above about 19%;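 further: recombinant mutant TCR 2C K166C tagged with TAMRA read by polarization; 0% = receptor in buffer alone and 100% = receptor with positive control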
rCAG RNA binder: binds r(CAG) RNA repeats. 370,000 tested, 1.3% active. inhibition, % at 3 µM. r(CAG) RNA repeat, TO-PRO-1 dye displacement fluorescence. AID 651821;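 active means inhibition above the plate cutoff, the mean of all test compounds on that plate plus 3 SD, cut at about 35% in these data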;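 further: 0% = DMSO alone and 100% = 100 µM mitoxantrone as full dye displacement; higher means more dye released from RNA so lower well fluorescence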
SIAE inh: blocks human sialic acid acetylesterase | inhibition, % at 9.66 µM | SIAE FP-Rh probe binding, fluorescence polarization | AID 1053197 | 370,000 tested, 0.69% active | Q9HAT2;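 active means inhibition above a cutoff: mean of compounds within the control limits plus 3 SD of those, cut at about 17% in these data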;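 further: 0% = plate median of compound wells and 100% = probe without SIAE protein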
TDP2 inh: blocks human TDP2 phosphodiesterase activity. O95551. recombinant TDP2, T5PNP hydrolysis, p-nitrophenol absorbance 415 nm. inhibition, % at 12.8 µM. 370,000 tested, 0.34% active. AID 720702;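 active means inhibition above the mean of all tested compounds plus 3 SD, set per campaign, cut at about 25% in these data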;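 further: 0% = DMSO with enzyme and 100% = buffer with substrate but no TDP2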
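Incubation: 2 h at 37 °C; Test system: recombinant human TDP2; Quantity: enzyme 120 nM; Read-out basis: percent inhibition; Medium: 50 mM Tris-HCl pH 7.5 with Mg2+, KCl, DTT, BSA; Repeats: single replicate; Compound: 12.8 µM single point, 1% DMSO; Signal: epi absorbance; Reagent: 5 mM T5PNP chromogenic substrate; Benchmarks: no-enzyme high, DMSO-plus-enzyme low.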
MBD2 inh: MBD2-methylated oligo binding inhibition; inhibition, % at 4.4 µM; 370,000 tested, 0.31% active; AID 686964; TR-FRET, MBD2 binding to methylated oligonucleotide; Q9UBB5; in the data active means inhibition above about 13%
Target sequence (Q9UBB5 whole entry, looked up): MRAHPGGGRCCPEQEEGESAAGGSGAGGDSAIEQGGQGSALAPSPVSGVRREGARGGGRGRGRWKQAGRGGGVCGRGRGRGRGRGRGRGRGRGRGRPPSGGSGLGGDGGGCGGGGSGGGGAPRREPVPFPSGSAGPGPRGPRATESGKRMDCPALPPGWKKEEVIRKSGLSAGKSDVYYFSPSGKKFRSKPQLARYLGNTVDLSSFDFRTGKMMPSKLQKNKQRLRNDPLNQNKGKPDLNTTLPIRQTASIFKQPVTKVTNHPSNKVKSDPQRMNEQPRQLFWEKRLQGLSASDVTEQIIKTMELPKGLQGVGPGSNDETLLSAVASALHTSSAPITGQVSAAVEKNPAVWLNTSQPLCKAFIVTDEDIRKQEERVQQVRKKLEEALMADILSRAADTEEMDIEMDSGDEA
mABHD4 FP: ABHD4 (mouse) inhibition, primary FP screen; Q8VD66; purified mABHD4, FP-Rh probe fluorescence polarization; inhibition, % at 8.92 µM; 370,000 tested, 0.54% active; AID 720543;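 active means inhibition exceeding the mean over every tested compound plus 3 SD, cut at about 30% in these data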;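 further: 0% = plate median of compound wells and 100% = S159A mutant with DMSO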
Target sequence (Q8VD66 whole entry, looked up): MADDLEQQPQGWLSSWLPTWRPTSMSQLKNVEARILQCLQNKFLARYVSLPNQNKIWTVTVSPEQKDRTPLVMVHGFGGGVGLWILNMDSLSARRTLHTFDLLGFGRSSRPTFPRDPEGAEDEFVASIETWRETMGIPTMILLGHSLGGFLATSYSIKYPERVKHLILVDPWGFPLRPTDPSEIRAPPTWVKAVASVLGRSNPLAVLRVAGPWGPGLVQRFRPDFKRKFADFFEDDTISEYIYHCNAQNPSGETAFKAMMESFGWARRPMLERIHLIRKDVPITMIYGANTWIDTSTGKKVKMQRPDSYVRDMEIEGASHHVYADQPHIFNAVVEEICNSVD
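System: mouse ABHD4 enzyme, wild type / Medium: HEPES pH 7.0, NaCl, Pluronic buffer / Reagent: FP-Rh activity-based fluorescent probe / Control set: S159A mutant high control, sample median low control / Detection: fluorescence polarization with parallel and perpendicular emission, 525/598 nm / Schedule: 45 min + 60 min at 25 °C / Compound dosing: 8.92 µM, single dose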
LEDGF integ inh: blocks HIV-1 LEDGF/p75-dependent DNA integration. TR-FRET IN-LEDGF/p75 DNA integration, Eu/Cy5. inhibition, % at 3.7 µM. 370,000 tested, 0.64% active. AID 743269;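 active means inhibition above the screen-wide mean plus 3 SD, cut at about 13% in these data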;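 further: signal is the Cy5 over europium emission ratio at 671 and 618 nm; 0% = plate median of compound wells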
PRMT1 FP inh: PRMT1 (human) inhibition, primary screen. Q99873. recombinant PRMT1, activity-based probe fluorescence polarization. inhibition, % at 2.79 µM. 370,000 tested, 1.3% active. AID 652257;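 active means inhibition above about 21% made by adding two undisclosed values, limit read from the data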
NPR2 activator: GC-B (human) receptor activation. HEK293-GC-B cells, CNP EC30, cGMP TR-FRET; 0% at EC30 CNP, 100% saturating CNP. activation, % at 10 µM. 370,000 tested, 0.11% active. AID 1920062;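 active means activation at 10 µM reaching about 35% in either raw or pattern-adjusted values, limit read from the data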
The depositor's hits bear a star; . = not tested or not shown. The list is partial; the hit share may differ from the screen's.

Preview (four entries):
(1) CCC(=O)OCC(=O)C1(OC(=O)CC)[C@H](C)C[C@H]2[C@H]3[C@H]([C@@H](O)C[C@@]21C)[C@@]1(C)C=CC(=O)C=C1C[C@H]3Cl (stereo partly specified)
(2) CCCCCNC(=O)C(c1cccc2ccccc12)n1c(=O)c(-c2cc3ccccc3[nH]2)nc2ccccc21 (stereo unspecified)
(3) CCC1(c2ccccc2)NC(=O)N(CC(=O)N(C)CC(=O)Nc2cccc(OC)c2)C1=O (stereo unspecified)
(4) CN(Cc1nc(Cc2cccc(C(F)(F)F)c2)no1)C1CC(C)(C)NC(C)(C)C1
Compound	1	2	3	4
mABHD4 FP	-1	-2	5	1
NPR2 activator	-5	-1	0	6
TCR-CD3 inh	-3	-4	8	-2
HTRA1 inh	-4	.	0	-3
MBD2 inh	6	-5	0	1
PRMT1 FP inh	3	-3	2	1
rCAG RNA binder	1	19	-1	0
SIAE inh	-7	-27	-3	7
TDP2 inh	6	6	0	2
LEDGF integ inh	-1	0	1	-6

The listing, from the start:
(1) CCC(=O)OCC(=O)C1(OC(=O)CC)[C@H](C)C[C@H]2[C@H]3[C@H]([C@@H](O)C[C@@]21C)[C@@]1(C)C=CC(=O)C=C1C[C@H]3Cl (stereo partly specified)
(2) CCCCCNC(=O)C(c1cccc2ccccc12)n1c(=O)c(-c2cc3ccccc3[nH]2)nc2ccccc21 (stereo unspecified)
(3) CCC1(c2ccccc2)NC(=O)N(CC(=O)N(C)CC(=O)Nc2cccc(OC)c2)C1=O (stereo unspecified)
(4) CN(Cc1nc(Cc2cccc(C(F)(F)F)c2)no1)C1CC(C)(C)NC(C)(C)C1
(5) COCOCCn1cc(CN2CCS(=O)(=O)N(Cc3ccc(-c4ccc(Cl)nc4)cc3)C(CC(C)C)C2=O)nn1 (stereo unspecified)
(6) COc1ccc(C(=O)NC(=S)Nc2ccccc2N2CCOCC2)cc1Br
(7) COc1ccc(/C=N/NC(=S)SC)cc1OC
(8) COc1cc(-c2cc(C(=O)O)c3cc4ccccc4cc3n2)cc(OC)c1OC
Compound	1	2	3	4	5	6	7	8
mABHD4 FP	-1	-2	5	1	-6	-6	6	-2
NPR2 activator	-5	-1	0	6	1	-1	15	2
TCR-CD3 inh	-3	-4	8	-2	6	11	-3	-2
HTRA1 inh	-4	.	0	-3	-6	-15	1	-1
MBD2 inh	6	-5	0	1	-3	-8	-7	-2
PRMT1 FP inh	3	-3	2	1	-2	0	5	-2
rCAG RNA binder	1	19	-1	0	3	4	3	11
SIAE inh	-7	-27	-3	7	-3	-15	0	-8
TDP2 inh	6	6	0	2	0	5	3	5
LEDGF integ inh	-1	0	1	-6	3	1	-4	0

Part of the list above, limited to NPR2 activator and PRMT1 FP inh.
cpd	canonical_smiles	NPR2 activator	PRMT1 FP inh
2	CCCCCNC(=O)C(c1cccc2ccccc12)n1c(=O)c(-c2cc3ccccc3[nH]2)nc2ccccc21 (stereo unspecified)	-1	-3
3	CCC1(c2ccccc2)NC(=O)N(CC(=O)N(C)CC(=O)Nc2cccc(OC)c2)C1=O (stereo unspecified)	0	2
4	CN(Cc1nc(Cc2cccc(C(F)(F)F)c2)no1)C1CC(C)(C)NC(C)(C)C1	6	1

(next part)
(9) COc1ccc(CCNC(=O)COc2ccc(S(=O)(=O)N3CCCC3)cc2)cc1
(10) O=C(NCc1ccccc1)C(c1ccccc1F)n1c(=O)c(-c2ccccc2)nc2ccccc21 (stereo unspecified)
(11) CCOC(=O)N1CCN(C(=O)c2ccc(C)c(S(=O)(=O)Nc3ccccc3)c2)CC1
(12) CC(C)(C)NC(=O)CN(C(=O)CNS(=O)(=O)c1ccccc1)c1ccc2c(c1)OCCO2
(13) Cn1cccc1C(=O)OCC(=O)Nc1cccc(S(=O)(=O)N2CCOCC2)c1
(14) CCN(C[C@H]1N[C@@](CC)(C(=O)OC)[C@H]2C(=O)N(C)C(=O)[C@@H]12)C(=O)Nc1ccc(F)cc1
(15) COc1cc(C(=O)NCc2nnc(SCC(=O)N3CCc4ccccc43)o2)cc(OC)c1OC
(16) O=C(Nc1ccc(N2CCOCC2)cc1)c1cccc2c(-c3ccc(F)c(F)c3)coc12
Compound	9	10	11	12	13	14	15	16
mABHD4 FP	-1	1	-5	-1	-1	2	3	2
NPR2 activator	5	-3	-1	0	2	-3	2	9
TCR-CD3 inh	-1	-10	4	11	0	3	5	-7
HTRA1 inh	5	.	7	4	3	-4	-1	.
MBD2 inh	7	1	4	-4	0	-5	-6	-1
PRMT1 FP inh	0	1	1	-1	-6	3	-2	4
rCAG RNA binder	-2	0	-2	-3	4	1	-2	7
SIAE inh	6	-6	-5	6	1	-2	3	9
TDP2 inh	-4	-4	10	9	-11	3	2	2
LEDGF integ inh	-3	-2	0	2	10	2	2	-2

(17) CC(=O)NC(CCS(C)(=O)=O)C(=O)Nc1c(C)cccc1C (stereo unspecified)
(18) c1ccc(-c2nnc(CN3CCCCC3)o2)cc1
(19) Nc1ccc(C(=O)c2cccs2)cc1
(20) COc1ccc(CNC(=O)CCCCCn2c(SCC#N)nc3cc4c(cc3c2=O)OCO4)cc1
(21) O=C1OC(Cc2ccncc2)C(O)=C1C1=NCCCN1 (stereo unspecified)
(22) CCCn1ncc(CN2CCN(CCc3ccccc3)C(CCO)C2)c1C (stereo unspecified)
(23) CC(=O)c1cc(-c2ccccc2)n(CC(=O)NC(C)(C)C)c1C
(24) CC(C)c1nnc(NC(=O)CCC(=O)N2CCC(Cc3ccccc3)CC2)s1
Compound	17	18	19	20	21	22	23	24
mABHD4 FP	0	8	5	4	2	4	-3	9
NPR2 activator	6	3	5	-1	-1	2	1	1
TCR-CD3 inh	-1	-4	1	3	-4	1	5	5
HTRA1 inh	-1	-2	2	-1	1	-6	-1	-4
MBD2 inh	-4	3	3	5	-3	-1	-2	0
PRMT1 FP inh	3	-1	0	-3	2	-1	-1	0
rCAG RNA binder	2	-6	1	-1	0	-7	-1	-7
SIAE inh	-4	-2	-6	-15	-1	1	4	-7
TDP2 inh	16	4	4	1	0	-3	12	-11
LEDGF integ inh	-3	0	1	0	2	4	-3	0

(25) O=C(COC(=O)c1cc(Br)ccc1O)Nc1cc(S(=O)(=O)N2CCCC2)ccc1Cl
(26) O=C(NCCCCNC(=O)c1ccccc1F)c1ccccc1F
(27) COC(=O)CCCSc1nccn1-c1ccccc1
(28) C=C1CCC(N(O)c2cc(C)on2)C(=C)CCC2C1CC2(C)C (stereo unspecified)
(29) O=C1c2ccccc2NC(c2cccs2)N1O (stereo unspecified)
(30) O=C(NCCS(=O)(=O)NCc1ccc(F)cc1)c1ccc2c(c1)OCO2
(31) CCCCC(=O)Nc1ccc(C(=O)Nc2ccc(OC)cc2[N+](=O)[O-])cc1
(32) c1ccc(Cn2nnc3c(NCc4ccc5c(c4)OCO5)ncnc32)cc1
Compound	25	26	27	28	29	30	31	32
mABHD4 FP	-22	2	3	-10	1	0	5	3
NPR2 activator	.	0	-8	1	-6	3	-1	7
TCR-CD3 inh	-8	-8	6	2	-4	-9	3	-11
HTRA1 inh	-24	3	4	-20	3	-7	2	-3
MBD2 inh	7	2	1	-1	-2	-3	4	-2
PRMT1 FP inh	45*	1	2	2	0	-2	1	3
rCAG RNA binder	12	-3	-6	1	2	-1	8	-4
SIAE inh	-27	-8	5	3	-2	-1	-9	-4
TDP2 inh	4	-3	9	0	6	-4	-4	13
LEDGF integ inh	-1	-2	0	-4	1	-6	-4	-2

(33) Nc1ccc2c(c1)OC1(CCCC1)O2
(34) CC1CC(C)CN(S(=O)(=O)c2ccc(C(=O)NCc3ccc4c(c3)OCO4)cc2)C1 (stereo unspecified)
(35) Cc1nnc(CN(C)Cc2cn[nH]c2-c2ccc(-c3ccccc3)cc2)o1
(36) CCOC(=O)N1CCN(C(=O)c2ccc(N(Cc3ccccc3)S(C)(=O)=O)cc2)CC1
(37) COCCNC[C@@]12CO[C@H](c3ccc(Cl)cc3)N1[C@@H](c1ccc(Cl)cc1)SC2
(38) COCCNc1ncnc2c1ncn2[C@H]1CN(Cc2ccc(OC)cc2)C[C@@H](CO)O1
(39) O=C(c1ccc(F)cc1F)N1CCCC(c2nc(-c3cccs3)no2)C1 (stereo unspecified)
(40) O=C(Cc1nn[nH]n1)Nc1ccc(F)cc1F
Compound	33	34	35	36	37	38	39	40
mABHD4 FP	15	-6	-2	2	-13	-2	2	-4
NPR2 activator	4	-3	-4	7	-17	1	1	6
TCR-CD3 inh	4	-1	0	-1	.	1	-2	2
HTRA1 inh	22	-20	1	2	.	.	4	.
MBD2 inh	-8	6	1	2	-2	3	-4	2
PRMT1 FP inh	4	0	-4	2	3	-1	5	-2
rCAG RNA binder	5	2	2	-8	.	-1	-2	-1
SIAE inh	10	2	-2	-1	11	-3	7	5
TDP2 inh	-15	1	-23	6	2	6	4	-1
LEDGF integ inh	0	0	2	0	-3	1	-1	5

(41) COc1ccc(/C=C2/SC(=S)N(Cc3ccccc3)C2=O)cc1O
(42) O=C(O/N=C\c1ccc(N2CCCCC2)c([N+](=O)[O-])c1)c1cccc(Cl)c1
(43) Cc1ccccc1NS(=O)(=O)c1ccc(S(=O)(=O)N2CCCC2)cc1
(44) CCOC(=O)N(C)c1c(CC)nc2c(OCCC3CCCCC3)cccn12
(45) CCN(c1ccccc1)S(=O)(=O)c1cccc(C(=O)O)c1
(46) Cc1ccc2c(c1)C(c1ccc([N+](=O)[O-])cc1)=NNC(c1ccc(Br)cc1)=N2
Compound	41	42	43	44	45	46
mABHD4 FP	-9	2	2	5	6	2
NPR2 activator	-5	6	-7	4	1	-22
TCR-CD3 inh	-11	-8	-9	-2	7	8
HTRA1 inh	-8	2	-1	.	4	-9
MBD2 inh	1	-4	-3	3	-3	-4
PRMT1 FP inh	10	3	4	8	0	-1
rCAG RNA binder	44*	0	2	2	0	6
SIAE inh	1	0	1	1	-1	1
TDP2 inh	-3	-7	7	-13	-8	5
LEDGF integ inh	3	2	9	1	0	0

Assay outcomes from PubChem.
